High-throughput results: PubChem, several laboratories
MEP2-GFP yeast: yeast TOR pathway MEP2-GFP modulation | GFP response vs DMSO, % at 10 µM | 330,000 compounds, 0.51% hits | S. cerevisiae MEP2-GFP strain, flow cytometry GFP, 3 h; 100% = DMSO control level;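 active = GFP response versus DMSO above a set limit, roughly screen mean plus 3 SD, cut at about 180% in these data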;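 note: median GFP fluorescence of the barcode-gated MEP2-GFP cells per well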
LAP4 TOR yeast: modulators of TOR pathway LAP4-GFP in S. cerevisiae; 320,000 compounds, 0.34% hits; GFP response vs DMSO, % at 10 µM; S. cerevisiae LAP4-GFP multiplex, flow cytometry GFP, 3 h; median GFP as percent of DMSO wells; AID 2023;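 active = GFP response vs DMSO above a set limit, about the screen mean plus 3 SD, cut at about 150% in these data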
RPL19A-GFP yeast: yeast TOR pathway RPL19A-GFP modulation; 330,000 compounds, 0.3% hits; percent response vs DMSO, % at 10 µM; S. cerevisiae RPL19A-GFP strain, flow cytometry, 3 h; stronger effect = lower value;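 active = percent response vs DMSO below 50%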;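 note: median channel GFP fluorescence of the barcoded RPL19A-GFP strain; ratio of sample median GFP to plate DMSO average so 100% = DMSO; lower means less RPL19A-GFP as with rapamycin TOR inhibition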
GRK2 inh: inhibitors of human GRK2 displacing RNA aptamer. P25098. inhibition of aptamer binding, % at 10 µM. 330,000 compounds, 0.59% hits. bead flow cytometry, FAM-aptamer displacement from GRK2. AID 488847;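 active = inhibition of aptamer binding above 40%, roughly 3 SD of noise, on plates passing a quality check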;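 note: median bead fluorescence of bound FAM aptamer so fluorescent compounds give negative values; no value below 0 was filed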
AGP1 TOR yeast: yeast TOR pathway AGP1-GFP modulation | S. cerevisiae AGP1-GFP multiplex flow cytometry, 3 h; GFP as percent of DMSO wells | GFP response vs DMSO, % at 10 µM | 320,000 compounds, 0.02% hits | AID 2066;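 active = GFP response relative to DMSO above a set limit, near screen average plus 3 SD, cut at about 150% in these data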;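 note: median GFP channel fluorescence of the gated AGP1 strain per well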
JMJD2C inh: human JMJD2C demethylase inhibition. Q9H3R0. GST-JMJD2C(1-420) H3K9me3 demethylation, DELFIA europium. inhibition, % at 2.35 µM. 330,000 compounds, 0.069% hits. AID 2099;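 active = more than half of a compound's replicate wells show inhibition beyond 50%, single wells judged on their own value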;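 note: signal counts dimethyl H3K9 product captured on neutravidin plate; 0% = median of DMSO wells and 100% = 0.3 times that DMSO median; strong numbers were not always called active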
CIT2-GFP yeast: alters CIT2-GFP fluorescence in TOR pathway yeast screen; S. cerevisiae CIT2-GFP strain, flow cytometry, 3 h; 100 means same as DMSO wells; GFP response vs DMSO, % at 10 µM; 320,000 compounds, 0.065% hits; AID 2029;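 active = GFP response relative to DMSO above a set limit, near the screen mean plus 3 SD, cut at about 150% in these data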;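 note: ratio of well median GFP fluorescence to mean of DMSO wells on the plate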
VLA-4 inh: inhibition in a human VLA-4 binding assay | P13612 | VLA-4 expressing cells, ligand binding flow cytometry | inhibition, % (about 7 µM as worked out from the volumes in the protocol) | 330,000 compounds, 0.2% hits | AID 2557; in the data active = inhibition above about 50%
Target sequence (P13612 whole entry, looked up): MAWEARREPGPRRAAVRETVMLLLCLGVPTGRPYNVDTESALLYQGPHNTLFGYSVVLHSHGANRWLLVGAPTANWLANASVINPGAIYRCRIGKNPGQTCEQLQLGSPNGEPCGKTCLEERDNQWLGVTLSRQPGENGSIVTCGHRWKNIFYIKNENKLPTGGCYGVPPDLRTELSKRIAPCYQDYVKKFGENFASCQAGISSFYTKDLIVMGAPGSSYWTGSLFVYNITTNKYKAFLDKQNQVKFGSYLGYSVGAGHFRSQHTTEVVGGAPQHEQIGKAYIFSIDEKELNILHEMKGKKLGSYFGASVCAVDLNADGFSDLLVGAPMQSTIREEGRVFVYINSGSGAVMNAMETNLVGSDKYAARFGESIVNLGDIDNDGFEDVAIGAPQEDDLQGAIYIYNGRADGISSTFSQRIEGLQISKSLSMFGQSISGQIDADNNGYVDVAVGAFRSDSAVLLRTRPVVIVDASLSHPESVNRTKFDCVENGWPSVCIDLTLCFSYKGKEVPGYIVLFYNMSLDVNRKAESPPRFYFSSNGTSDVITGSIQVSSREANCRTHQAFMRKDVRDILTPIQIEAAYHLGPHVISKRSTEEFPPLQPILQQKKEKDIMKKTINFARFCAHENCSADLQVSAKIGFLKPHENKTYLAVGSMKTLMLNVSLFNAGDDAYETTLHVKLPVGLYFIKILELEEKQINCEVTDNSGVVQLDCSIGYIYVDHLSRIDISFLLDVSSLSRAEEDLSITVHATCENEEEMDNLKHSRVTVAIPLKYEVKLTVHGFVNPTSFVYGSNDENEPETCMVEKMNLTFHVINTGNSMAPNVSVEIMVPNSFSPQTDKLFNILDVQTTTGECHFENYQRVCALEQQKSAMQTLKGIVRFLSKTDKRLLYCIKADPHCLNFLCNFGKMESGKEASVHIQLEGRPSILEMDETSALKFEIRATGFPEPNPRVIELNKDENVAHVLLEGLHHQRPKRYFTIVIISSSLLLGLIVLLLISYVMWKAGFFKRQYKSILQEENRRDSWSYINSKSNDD
* marks the source's active call; other numbers are inactive results; / = no result given; & = joins results of further samples.

SMILES	MEP2-GFP yeast	LAP4 TOR yeast	RPL19A-GFP yeast	GRK2 inh	AGP1 TOR yeast	JMJD2C inh	CIT2-GFP yeast	VLA-4 inh
CCN(CC)S(=O)(=O)c1ccc(N2CC(C(=O)NC3(C)CCS(=O)(=O)C3)CC2=O)cc1 (centres undefined)	93	99	96	3	96	-3	96	-1
O=C(OCC(=O)N1CCc2ccccc21)c1ccccc1[N+](=O)[O-]	95	109	96	1	96	/	89	13
S=c1[nH]nc(-c2ccc3ccccc3n2)n1Cc1ccccc1	99	91	102	7	99	-14	99	11
C=CCn1c(SCC(=O)Nc2ccc3c(c2)OCO3)nnc1-c1cc(Br)ccc1O	110	94	109	1	120	1	92	7
CN(C)Cc1cn(CCC(=O)O)c2ccccc12	91	85	97	1	97	-10	98	-5
CCC(CC)C(=O)N(CCc1ccc(OC)cc1)Cc1nc2ccccc2c(=O)[nH]1	101	97	91	0	98	-5	95	-4
COc1ccc(OCc2cc(C(=O)N3CCC(OC)CC3)no2)c2ccccc12	105	111	95	6	108	8	103	-9
O=C(NCC(=O)c1ccccc1)OCc1ccc([N+](=O)[O-])cc1	105	84	102	1	98	4	98	28
COC(=O)c1ccc(CNC(=O)C(NC(=O)c2ccco2)C(C)C)cc1 (centres undefined)	105	108	108	0	101	-3	94	-1
COCCOC(=O)c1c(NC(=O)CSc2cccc[n+]2[O-])sc(C(N)=O)c1C	89	85	95	0	89	-1	87	11
O=C(Nc1ccc(-c2nc3cc(Cl)ccc3o2)cc1)C1CCCO1 (centres undefined)	107	119	101	0	92	18	87	-11
O=C(Nc1ccc(Br)cc1)c1cccnc1N1CCOCC1	103	99	106	3	98	-1	93	-5
Cc1ccc(C(=O)NC(=S)Nc2ccc(-c3ccc(CO)o3)cc2)cc1	97	101	96	0	94	-3	88	-2
CCOc1ccc(NS(=O)(=O)c2cc(NC(=O)C3CC3)ccc2C)cc1Br	104	93	99	2	105	-1	110	9
Cc1ccc(NC(=O)NN2CCN(C)CC2)cc1C	104	74	97	0	89	-7	68	-7
C=CCNC(=O)c1cc(Cl)ccc1Cl	92	87	91	0	99	6	96	5
CCOc1ccc(NC(=O)Nc2ccc3nsnc3c2)cc1	108	101	100	3	98	61	99	11
C=C1CCc2c([nH]c3ccc(OCC(C)C)cc23)C1=O	109	98	107	1	100	10	99	29
CC(C)(C)NC(=O)Cn1cnc2cc([N+](=O)[O-])ccc2c1=O	101	98	95	1	108	3	123	5
O=C(CCN1CCN(CCO)CC1)Nc1ccc(F)c(F)c1	99	98	97	2	100	10	96	-1
COc1ccc(-c2nc(C)ncc2N=Nc2ccccc2)cc1	97	96	99	1	91	-6	92	3
COc1ccc(OCCSc2nnc(CCNC(=O)c3ccc(Cl)c(Cl)c3)n2C)cc1	103	96	102	0	110	-41	97	-13
CCCCn1c(N)c(NCc2ccccc2OC)c(=O)[nH]c1=O	97	94	94	0	97	-14	98	1
N#CC1=C(N)Oc2cc(N)ccc2C1c1cccc(F)c1 (centres undefined)	104	89	101	0	101	4	99	0
CCCCSC(=S)NC1CCS(=O)(=O)C1 (centres undefined)	123	110	107	1	106	1	102	13
CNS(=O)(=O)c1ccc(C(C)(C)C)cc1	93	100	98	1	106	1	100	4
Cc1ccccc1C(=O)NNC(=O)c1cccn1C	106	100	108	1	105	-1	94	6
Cc1nn2c(NCc3ccccn3)c3c(nc2c1-c1ccccc1)CCC3	118	152*	94	6	72	0	70	13
C=CCNC(=S)Nc1sc2c(c1C#N)CCCC2	112	114	103	0	103	1	101	1
O=C(NCCc1ccc(Cl)cc1)c1ccc(NC2=NC3CS(=O)(=O)CC3S2)cc1 (centres undefined)	95	90	103	6	99	23	93	6

Two compounds from above, reduced to MEP2-GFP yeast, VLA-4 inh and GRK2 inh:
SMILES	MEP2-GFP yeast	VLA-4 inh	GRK2 inh
C=CCNC(=O)c1cc(Cl)ccc1Cl	92	5	0
CCOc1ccc(NC(=O)Nc2ccc3nsnc3c2)cc1	108	11	3

(more compounds)
SMILES	MEP2-GFP yeast	LAP4 TOR yeast	RPL19A-GFP yeast	GRK2 inh	AGP1 TOR yeast	JMJD2C inh	CIT2-GFP yeast	VLA-4 inh
Cc1sc2nc(CSCC(=O)N(C)c3ccccc3)[nH]c(=O)c2c1C	116	121	95	4	108	-5	97	-30
CC(=O)c1ccc(OC(=O)c2cc3ccccc3oc2=O)cc1	96	105	101	0	106	0	96	1
Cc1[nH]c(=O)[nH]c(=O)c1S(=O)(=O)N1CCCC(C(=O)NCc2ccco2)C1 (centres undefined)	101	98	102	0	110	-6	104	29
O=C1/C(=C/c2ccco2)Cc2ccccc21	115	102	110	7	101	-3	104	-3
Cc1nc2ccccc2c(=O)[nH]1	104	97	101	0	105	-11	105	9
COc1ccc([N+](=O)[O-])cc1N(CC(O)CN1C(=O)NC(C)(C)C1=O)S(=O)(=O)c1ccccc1 (centres undefined)	100	105	92	0	100	5	94	19
Cc1ccc(C)c(S(=O)(=O)N2CCN(C(=O)CCNS(=O)(=O)c3ccccc3)CC2)c1	105	84	109	1	95	21	/	15
CC1(C)[C@H]2CC[C@]1(C)[C@@H](OC(=O)C[N+]1(C)CCOCC1)C2	101	106	102	2	102	-2	94	4
CC1(NC(=O)NCCCCCCNC(=O)NC2(C)CCS(=O)(=O)C2)CCS(=O)(=O)C1 (centres undefined)	97	104	101	2	106	-14	104	5
CCOc1ccc(C(=O)COC(=O)c2nn(CC)c(=O)c3ccccc23)cc1	103	104	99	4	100	2	98	5
CN(C(=O)CSc1nc2ccccc2n1C)C1CCS(=O)(=O)C1 (centres undefined)	94	100	98	1	105	-8	94	16
Cc1cc(-c2ccc(S(=O)(=O)N3CCN(c4cccc(C)c4C)CC3)s2)on1	95	100	97	11	95	-11	97	0
Cc1cc(C(=O)Cn2nc(C(=O)O)c3ccccc3c2=O)c(C)n1-c1ccccc1	91	97	102	8	97	3	94	0
Cc1[nH]ccc(=O)c1OCc1ccccc1	102	102	103	0	104	-11	103	14
O=C(CCNC(=O)N1CC(=O)Nc2ccccc21)NCCc1cccc(F)c1	111	111	106	8	114	1	103	2
CC1(C2CC2)NC(=O)N(CC(=O)NCC(=O)Nc2ccc(F)c(F)c2F)C1=O (centres undefined)	109	99	97	2	100	-10	99	-11
CC1CN(c2oc(-c3ccccc3Cl)nc2C#N)CC(C)O1 (centres undefined)	84	96	97	1	101	2	101	12
CCOc1ccccc1N=C1SC(CC(=O)Nc2ccc(OC)cc2OC)C(=O)N1CCC1=CCCCC1 (centres undefined)	112	90	109	4	104	-3	96	13
COc1ccc(NC(=O)NCc2ccncc2)cc1	90	/	89	2	87	-12	83	2
NC(=O)c1nsc(C(=O)N(CC(=O)NCc2ccc3c(c2)OCO3)C2CCCC2)c1N	97	103	107	3	107	3&1	100	8
COC(=O)c1ccc(NC(=O)CSc2nc(N)c(NC(=O)c3ccc(Br)o3)c(=O)[nH]2)cc1	99	84	100	0	80	-8	88	14
Cc1ccc2nc(-c3cccnc3)c(NC3CCCC3)n2c1	102	103	107	2	106	-4	102	0
NS(=O)(=O)c1ccc(CCNC(=O)CSc2nc3ccsc3c(=O)n2CC2CCC(C(=O)O)CC2)cc1 (centres undefined)	105	98	104	0	102	-3	90	-6
Nc1ccc(-c2cnc[nH]2)cc1[N+](=O)[O-]	101	108	99	0	102	-13	92	-5
O=C(CCN1C(=O)c2ccc([N+](=O)[O-])cc2C1=O)Nc1ccccc1C(=O)O	101	101	96	3	97	0	92	11
Cc1cccc(C(=O)N/N=C/c2ccc[nH]2)c1	94	117	94	0	98	2	92	8
CCN(CC)CC(=O)N1c2ccccc2Oc2c(c(=O)n(C)c(=O)n2C)C1c1cccc([N+](=O)[O-])c1 (centres undefined)	96	111	93	0	106	3	94	-3
Cc1cc(Br)ccc1NC(=O)C1CCCO1 (centres undefined)	97	103	94	1	95	-1	95	11
N/C(=N/OCc1cccc([N+](=O)[O-])c1)c1nonc1N	101	100	103	2	101	-8	98	-8
CS(=O)(=O)N1CCN(C/C=C/c2ccccc2)CC1	95	91	93	3	91	0	99	-7
CCCCOc1ccc(CONS(=O)(=O)c2ccc(NC(C)=O)cc2)cc1Cl	106	97	109	3	103	-5	104	5
COc1ccc(NC(=O)Cc2nnc(SCC(=O)Nc3nccs3)n2C)cc1	103	101	98	0	100	-3	96	1
O=C(O)C1CCCCC1C(=O)NCCCN1CCCC1=O (centres undefined)	106	92	104	2	95	-14	101	10
O=C(NCc1ccco1)c1cccc(S(=O)(=O)N2CCOCC2)c1	103	100	98	2	96	3	103	15
O=C(c1cc(-c2ccc(Cl)cc2)n(-c2ccc(Cl)cc2)n1)N1CCOCC1	102	103	96	4	93	32	97	92*
O=C(O)c1nc(-c2ccccc2)n(-c2ccc(Cl)cc2)n1	95	93	98	0	100	-6	103	8
COCCOc1cc(COC)nc(-c2cccc(C)c2)n1	100	100	97	0	95	1	90	17
O=C(NCc1ccc2c(c1)OCO2)c1cccc2c1C(=O)N(C1CCCCC1)C2	99	102	99	1	96	-2	96	0
Cc1ccccc1NC(=O)CSc1nnc2ccc(-c3cccnc3)nn12	95	89	90	1	88	-8	89	-11
CCC(C)N(C(=O)Cn1nnc(-c2ccc(F)cc2)n1)C1CCS(=O)(=O)C1 (centres undefined)	97	104	101	1	103	6	100	9
CCc1ccc(Cn2nnc(C(=O)Nc3cccc(C)c3)c2N)cc1	109	99	99	4	103	0	106	13
Cc1nc(-c2ccc(Cl)cc2)sc1C1(C)CC(c2cccc([N+](=O)[O-])c2)=NO1 (centres undefined)	105	102	99	5	108	20	100	1
Cc1cc(C)c2c(n1)SCC(=O)N2CC(=O)Nc1cccc(Cl)c1	96	109	100	0	89	8	93	-20
COc1ccccc1N1CCN(C2CCCN(Cc3ccc(Cl)cc3)C2)CC1 (centres undefined)	103	82	103	0	97	4	101	7
Cc1ccccc1C(=O)NCCNC(=O)c1ccco1	98	105	98	3	98	22	106	-5

Shown with values under each structure: five of the compounds above
Results follow in this order: MEP2-GFP yeast, LAP4 TOR yeast, RPL19A-GFP yeast, GRK2 inh, AGP1 TOR yeast, JMJD2C inh, CIT2-GFP yeast, VLA-4 inh
- O=C(O)C1CCCCC1C(=O)NCCCN1CCCC1=O (centres undefined)
→ 106, 92, 104, 2, 95, -14, 101, 10
- O=C(NCc1ccco1)c1cccc(S(=O)(=O)N2CCOCC2)c1
→ 103, 100, 98, 2, 96, 3, 103, 15
- O=C(c1cc(-c2ccc(Cl)cc2)n(-c2ccc(Cl)cc2)n1)N1CCOCC1
→ 102, 103, 96, 4, 93, 32, 97, 92*
- O=C(O)c1nc(-c2ccccc2)n(-c2ccc(Cl)cc2)n1
→ 95, 93, 98, 0, 100, -6, 103, 8
- COCCOc1cc(COC)nc(-c2cccc(C)c2)n1
→ 100, 100, 97, 0, 95, 1, 90, 17

The list goes on.
SMILES	MEP2-GFP yeast	LAP4 TOR yeast	RPL19A-GFP yeast	GRK2 inh	AGP1 TOR yeast	JMJD2C inh	CIT2-GFP yeast	VLA-4 inh
N#Cc1c2ccc(OCC(=O)NCc3ccco3)cc2n2ccccc12	109	90	105	0	104	-31	104	2
Cc1nc(C(F)(F)F)ccc1C(=O)Nc1ccc(C(F)(F)F)cn1	98	102	95	3	92	13	86	6
CSc1ncc(CN2CCc3c([nH]c4ccccc34)C2c2cccc(C)n2)cn1 (centres undefined)	96	100	95	3	100	-4	79	2
CCOc1cccc2sc(N(CCN(CC)CC)C(=O)c3cccc(N4C(=O)CCC4=O)c3)nc12	102	102	100	0	101	-1	106	-5
CN=C1SC(CC(=O)Nc2ccc(F)cc2F)C(=O)N1/N=C(\C)c1cccc(OCC(=O)O)c1 (centres undefined)	96	103	96	5	109	0	107	28
O=C(O)c1ccc(-c2ccccc2)[nH]1	114	100	103	0	104	-11	109	-9
CCCCCCCNC(=O)C1(CC2CC(c3ccc(Cl)cc3)=NO2)CCN(C(=O)C2(C)CC2)CC1 (centres undefined)	92	105	100	1	88	-10	75	14
